M. tuberculosis GlmU: inhibition of mycobacterial GlmU enzyme – biochemical, glucosamine-1-phosphate acetyltransferase (AID 1376); M. tuberculosis GlmU acetyltransferase enzyme assay; higher % means a stronger effect; one-dose inhibition, %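 (tested at 30 µM in the primary screen)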; IC50 in µM for titrated hits; 220,000 tested, 0.25% active; in the data active = inhibition above about 13%;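 also: 0% = complete reaction with vehicle and 100% = reaction without substrate; strong numbers were not always called active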
Mtb RmlCD inh: inhibitors of Mycobacterium tuberculosis RmlC and RmlD coupled enzymes; 160,000 tested, 0.03% active; RmlC+RmlD coupled enzyme assay, percent inhibition; primary screen in compound mixtures; P9WH09+P9WH11; inhibition, % at 3.6 µM; AID 1533; in the data active = inhibition mostly above about 34%, no sharp cut-off; also: some results filed as inactive read as strong as hits
Target sequence (P9WH09 whole entry, looked up): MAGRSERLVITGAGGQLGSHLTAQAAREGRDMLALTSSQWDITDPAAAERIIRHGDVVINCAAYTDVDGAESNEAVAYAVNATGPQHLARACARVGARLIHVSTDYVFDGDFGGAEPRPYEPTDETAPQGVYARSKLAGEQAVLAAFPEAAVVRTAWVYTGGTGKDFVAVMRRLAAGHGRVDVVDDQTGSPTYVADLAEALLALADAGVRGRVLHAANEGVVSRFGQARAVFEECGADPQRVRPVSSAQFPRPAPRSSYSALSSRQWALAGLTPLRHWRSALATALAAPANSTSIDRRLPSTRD
Target sequence (P9WH11 whole entry, looked up): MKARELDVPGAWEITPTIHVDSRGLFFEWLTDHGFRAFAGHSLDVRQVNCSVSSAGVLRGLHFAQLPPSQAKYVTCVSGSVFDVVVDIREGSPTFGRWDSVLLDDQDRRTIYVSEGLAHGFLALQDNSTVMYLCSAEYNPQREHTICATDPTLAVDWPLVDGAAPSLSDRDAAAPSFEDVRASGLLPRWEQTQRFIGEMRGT
Numbers without * were called inactive; · = no result given.

SMILES	M. tuberculosis GlmU	Mtb RmlCD inh
COc1cccc(C(=O)CN(C(=O)c2ccc(Cl)c(Cl)c2)N2C(=O)C3CCCCC3C2=O)c1 (stereo not drawn)	0.9%	2
CN1CCN(c2ccc([N+](=O)[O-])c(Sc3nncn3C)c2)CC1	-3.0%	-9
O=C(CCN1CCCCCC1)Nc1cccc(F)c1	-5.3%	41
CCCn1c(N)c(C(=O)CN2CCc3ccccc3C2)c(=O)n(C)c1=O	1.7%	·
COc1ccccc1CNC(=O)C(C)NS(=O)(=O)c1ccccc1 (stereo not drawn)	-2.2%	·
CSc1ncc(CN2CCCC(C(=O)c3sccc3C)C2)cn1 (stereo not drawn)	-5.6%	11
CCN(CC)C(=O)N1CCc2ccccc2C1CN1C(=O)c2ccccc2C1=O (stereo not drawn)	3.0%	·
O=C(C1CCN(S(=O)(=O)c2ccc(F)cc2)CC1)N1CC=C(c2ccccc2)CC1	3.9%	17
CN(C)CC(CCC(CN(C)C)C(=O)c1ccccc1)C(=O)c1ccccc1 (stereo not drawn)	3.4%	-10
Cc1cccc(C)c1NC(=O)CC(NCc1ccco1)C(=O)O (stereo not drawn)	·	12
COC(=O)C1=C(C)N(c2cc(C)cc(C)c2)/C(=C/c2ccc(O)cc2)C1=O	0.0%	5
Oc1ccc(N=Nc2ccc3c(c2)OCO3)c2ccccc12	-0.4%	-11
CCCSc1nnc2nc(C)cc(C)n12	3.2%	·
CCOC(=O)c1nc(Nc2ccc(C(=O)OC)cc2)c2ccccc2n1	·	-5
CC(C)(C)c1cc(NC(=O)NN2CCOCC2)nn1-c1c(Cl)cc(Cl)cc1Cl	-0.6%	21
CCCCC1CCC(C(=O)N2CCOCC2)CC1 (stereo not drawn)	9.7%	3
Cc1[nH]c(=O)[nH]c(=O)c1S(=O)(=O)N(CC(C)C)CC(C)C	-5.2%	-10
COC(=O)N/N=C/c1ccc(-c2cc(Cl)ccc2Cl)o1	-1.0%	31
CC(C)CC(C(=O)OCC(=O)Nc1ncc(Cl)cc1Cl)N1C(=O)c2ccccc2C1=O (stereo not drawn)	-4.5%	0
CC(C)C(c1nnnn1Cc1ccc(F)cc1)N1CCC(C(N)=O)CC1 (stereo not drawn)	-5.9%	3
COC(=O)c1ccc(OC(=O)c2nn(C)cc2Cl)c(OC)c1	0.5%	7
CC(C)Oc1ccc(C2CCC(=O)NC2=O)cc1 (stereo not drawn)	14%*	·
Cn1c(SCc2cnc(-c3ccccc3)s2)nnc1C1COc2ccccc2O1 (stereo not drawn)	3.0%	-5
CC(C)NC(=O)CSc1ccccc1C(=O)NCc1ccc2c(c1)OCO2	2.5%	5
Cc1ccccc1N=C1c2cc([N+](=O)[O-])ccc2-c2ncccc21	-5.9%	4

Molecules listed so far that have an aryl methoxy group (three):
SMILES	M. tuberculosis GlmU	Mtb RmlCD inh
COc1cccc(C(=O)CN(C(=O)c2ccc(Cl)c(Cl)c2)N2C(=O)C3CCCCC3C2=O)c1 (stereo not drawn)	0.9%	2
COc1ccccc1CNC(=O)C(C)NS(=O)(=O)c1ccccc1 (stereo not drawn)	-2.2%	·
COC(=O)c1ccc(OC(=O)c2nn(C)cc2Cl)c(OC)c1	0.5%	7

A second format for part of the listing above:
CC(C)Oc1ccc(C2CCC(=O)NC2=O)cc1 (stereo not drawn)
- M. tuberculosis GlmU: 14%*
- Mtb RmlCD inh: ·

Cn1c(SCc2cnc(-c3ccccc3)s2)nnc1C1COc2ccccc2O1 (stereo not drawn)
- M. tuberculosis GlmU: 3.0%
- Mtb RmlCD inh: -5

Additional records follow.
SMILES	M. tuberculosis GlmU	Mtb RmlCD inh
Cc1ccc(CNC(=O)C2CC2c2ccccc2)cc1 (stereo not drawn)	2.1%	·
CCCc1cc2c(=O)c(-c3ccc4c(c3)OCCO4)coc2cc1OC(=O)c1ccco1	-1.0%	-2
CC(C)OC(=S)N/C(=N\S(=O)(=O)c1ccccc1)c1ccccc1	2.6%	·
COc1cccc(C2c3c(oc4cc(C)c(C)cc4c3=O)C(=O)N2CCCN(C)C)c1 (stereo not drawn)	1.3%	-3
CC(C)(C)CC(C)(C)c1ccc(OCC(=O)N/N=C/c2ccc(S(=O)(=O)O)o2)cc1	2.7%	-8
COCCCn1c(N)c(C(=O)OCCOC)c2nc3ccccc3nc21	-5.6%	·
COc1ccc(C(CCNCc2ccccc2)c2ccc(F)cc2)cc1 (stereo not drawn)	-7.8%	2
C#CCOCCOCCOCCNc1nc(N2CCN(C(=O)C(Cc3ccc(O)cc3)n3cc(C(N)C(C)CC)nn3)CC2)nc(N2CCN(C(=O)C(Cc3ccc(O)cc3)n3cc(C(N)C(C)CC)nn3)CC2)n1 (stereo not drawn)	-7.7%	·
COCc1nc(-c2ccc(-c3ccc(C)cc3)nc2OC)no1	2.0%	-3
COc1ccc(CCNC(=O)CCN2C(=O)c3cccc4cccc(c34)C2=O)cc1OC	-4.0%	-5
COc1cc(C(=O)Nc2cccc3ncccc23)cc(OC)c1OC	3.3%	·
O=C(Nc1ccccc1O)c1ccccc1O	1.0%	13
Cc1cccn2cc(-c3ccc4c(c3)NC(=O)CO4)nc12	4.5%	-8
Cc1ccc(NCc2nnc(SCC(=O)Nc3ccccc3)n2CC2CCCO2)c(C)c1 (stereo not drawn)	0.0%	-2
CC(=O)NC(=S)Nc1ccccc1N1CCN(C(=O)c2ccccc2)CC1	-1.1%	-7
Nn1c(Cc2cccc3ccccc23)nnc1SCC(=O)N1CC(=O)Nc2ccccc21	-0.9%	3
CN(C)CCNc1ncnc2c1cnn2-c1ccc(Cl)cc1	-7.9%	7
O=C(CNCc1ccc(Cl)cc1)NCc1ccco1	1.0%	2
O=C(c1cccc([N+](=O)[O-])c1)N1CCN(C/C=C/c2ccccc2)CC1	-3.9%	5
S=C(N/N=C/c1cccc2ccccc12)Nc1cccc(Cl)c1	4.7%	6
CCCOC(=O)c1c(NC(=O)/C=C/c2cnn(C)c2C)sc(C(=O)OCC)c1C	-4.4%	6
O=C(NCc1ccco1)c1nc2c(nnn2Cc2cccc(Cl)c2)c(=O)[nH]1	1.6%	0
CCC(=O)Nc1nnc(SCc2ccc(F)cc2)s1	-6.8%	·
CN(C)CCNC(=O)c1cccc(S(=O)(=O)Nc2ccccc2F)c1	2.6%	-3
O=C(Cc1n[nH]c(=O)c2ccccc12)NCc1ccccc1	-0.9%	4
Following part:
SMILES	M. tuberculosis GlmU	Mtb RmlCD inh
CCOC(=O)c1c(C)[nH]c(C)c1C(=O)CSc1nnc(-c2ccc(OC(F)F)cc2)o1	1.7%	8
CCC(C)c1ccc(NC(=O)C2CCCN(c3ncccn3)C2)cc1 (stereo not drawn)	-1.2%	-5
Cc1ccccc1Nc1nc(-c2sc(NC(=O)c3cccc(Cl)c3)nc2C)cs1	3.4%	·
CCn1c2ccccc2c2cc(NC(=O)CSc3nnc(-c4cccc(Cl)c4)o3)ccc21	·	50
CN(C)CCn1c(NC(=O)c2ccc(Cl)cc2)nc2ccccc21	5.5%	·
Cc1ccc(S(=O)(=O)n2nc(OC(=O)C(C)(C)C)cc2N)cc1	-1.7%	14
CCC(C)(C)n1nnnc1C(c1cc2ccc(OC)cc2[nH]c1=O)N1CCc2ccccc2C1 (stereo not drawn)	4.3%	·
CCOCCCNC(=O)C(NC(=O)c1ccc(NC(C)=O)cc1)c1ccc(OC)cc1 (stereo not drawn)	-2.1%	·
N#C/C(=C\c1ccc(N2CCOCC2)o1)C(=O)NCCc1ccccc1	-0.7%	-10
Cc1cccc(CSc2nnnn2-c2ccccc2)c1	-0.5%	7
COc1ccccc1-n1cnnc1SCC(=O)c1c[nH]c2ccccc12	3.0%	-10
O=C(O)c1cc2ccccc2oc1=O	-7.2%	·
C=CCN(CC=C)C(=S)Nc1cc(Cl)ccc1OC	1.4%	·
Cc1nc2cc([N+](=O)[O-])ccc2c(=O)n1-c1ccccc1[N+](=O)[O-]	4.1%	7
CCOCCCNC(=S)NCCCNc1nc2ccc(C)cc2cc1C#N	6.9%	23
Cc1sc2nc(-c3cccs3)nc(N3CCCN(C)CC3)c2c1C	-0.3%	·
CCn1c(=O)c2cc(S(=O)(=O)NC3CCCCC3)ccc2n(CC)c1=O	-0.3%	·
Cn1c(CC(=O)Nc2ccccc2C(F)(F)F)c(Sc2ccccc2)c2ccccc21	2.3%	-33
CCOc1ccc(N2CC(C(=O)N/N=C/c3sccc3C)CC2=O)cc1 (stereo not drawn)	3.2%	-6
Cc1ccc(C(=O)N(CC(=O)Nc2ccc(Cl)c(Cl)c2)Cc2ccco2)cc1	0.5%	4
O=C(Cn1cc2c(n1)CCCC2)NC1CCN(Cc2ccccc2)CC1	-4.2%	3
CCCn1nnc(NC(=O)c2ccc(-c3cc(Cl)ccc3Cl)o2)n1	0.2%	·
CCOc1ccccc1NC(=O)c1cnc2n(c1=O)CCS2	-8.5%	-7
COc1cc2c(cc1OC)CN(C(=O)CCCOc1ccc(Cl)cc1Cl)CC2	3.6%	·
CCCS(=O)(=O)N1CCC(C(=O)NCCc2ccc(C)cc2)CC1	7.3%	9

Compound profiles (already shown):
Cc1ccccc1Nc1nc(-c2sc(NC(=O)c3cccc(Cl)c3)nc2C)cs1 across the screens: M. tuberculosis GlmU = 3.4%; Mtb RmlCD inh = ·
O=C(O)c1cc2ccccc2oc1=O across the screens: M. tuberculosis GlmU = -7.2%; Mtb RmlCD inh = ·
C=CCN(CC=C)C(=S)Nc1cc(Cl)ccc1OC across the screens: M. tuberculosis GlmU = 1.4%; Mtb RmlCD inh = ·

More structures.
SMILES	M. tuberculosis GlmU	Mtb RmlCD inh
O=S(=O)(c1ccc(NC(=S)NCCc2ccccc2)cc1)N1CCOCC1	-3.0%	-6
CCN(CC)C(=O)C1CCCN(c2ccccc2[N+](=O)[O-])C1 (stereo not drawn)	3.0%	·
CCCCCCn1c(O)c(C=Nc2ccccc2N2CCOCC2)c(=O)[nH]c1=S	-1.9%	10
Cc1nc2c3ccccc3n(Cc3ccccc3F)c2s1	4.7%	4
Cc1cc(NC(=O)CN2C(=O)CC(c3ccco3)Sc3ccccc32)no1 (stereo not drawn)	-0.3%	-5
COc1cc(C=C(c2nc3ccccc3s2)c2nc3ccccc3s2)cc(OC)c1O	0.7%	·
O=C(NNC(=O)c1cccs1)c1ccc([N+](=O)[O-])cc1	-3.2%	7
Cc1ccc(Nc2cc(-n3nc(C)cc3C)ncn2)cc1	-5.8%	·
O=C(/C=C/c1cccc(Cl)c1)NCc1cccs1	-0.1%	-15
CN1c2ccccc2-c2nc3ccccc3n2C1c1ccco1 (stereo not drawn)	-0.7%	35
Cc1ccc(NC(=O)CN2C(=O)c3ccccc3C2=O)nc1	-6.0%	-5
Cc1cccc(CN2CCN(CC(=O)N3CCC4(CC3)OCCO4)C2=O)c1	-4.3%	·
CCc1ccccc1NC(=O)Nc1cccn(Cc2ccccc2F)c1=O	1.6%	5
Cc1cc(=O)oc2cc(OCC(=O)N3CC(C)OC(C)C3)ccc12 (stereo not drawn)	0.6%	4
CCCCC(=O)NC(=S)NNC(=O)CC#N	2.6%	-5
CC1(C)Cc2c(c(N3CCCC3)nc3sc4c(N5CCNCC5)ncnc4c23)CO1	7.9%	3
CC(C)Oc1cccc(C(=O)NC2=NCCS2)c1	-2.4%	-7
CCc1cc(CNC(=O)CC2C(=O)NCCN2Cc2cccc(OC)c2)on1 (stereo not drawn)	3.0%	-7
N=C(N=C(N)N)N1CCc2ccccc21	-0.8%	17
CCCCC(C(=O)O)C(C)CC(=O)NNC(=O)c1ccco1 (stereo not drawn)	6.5%	5
CCn1c(=N)n(CC(=O)OC)c2ccccc21	5.3%	6
Cc1oc(-c2cccc(Cl)c2)nc1CN1CCC(C(=O)NCc2cccnc2)CC1	-6.5%	-1
CCCCn1nc2cc(C(=O)NCCCCc3ccccc3)ccc2c1OCC	-0.1%	8
O=C(CCSc1nnc(-c2ccncc2)o1)Nc1cccc(Cl)c1	-2.9%	3
Cc1ccc(C2(c3ccc(C)cc3)CC2C(=O)Nc2ccc([N+](=O)[O-])cc2O)cc1 (stereo not drawn)	5.0%	-10
More records follow:
SMILES	M. tuberculosis GlmU	Mtb RmlCD inh
CCOc1ccc(C2C(C(=O)c3ccco3)=C(O)C(=O)N2CCCn2ccnc2)cc1 (stereo not drawn)	-1.1%	10
Cc1c(N=c2scc(-c3ccccc3)n2C)c(=O)n(-c2ccccc2)n1C	3.1%	-8
CSCCOC(=O)C1=C(C)Nc2ccc(C)cc2S1	4.7%	-9
COC(=O)CSC1=C(C#N)C(c2ccc3c(c2)OCO3)C2=C(CCCC2=O)N1 (stereo not drawn)	-4.7%	-1
CC(=O)c1sc(NCCOc2ccc(C)cc2)nc1C	6.3%	-10
CC(=O)c1ccccc1NC(=O)CN1C(=O)CS/C1=C\c1nc(-c2ccc(C)cc2)cs1	4.3%	-8
CC(=O)Nc1ccc(OCC(O)Cn2c3ccccc3c3ccccc32)cc1 (stereo not drawn)	0.2%	-7
O=C(/C=C/c1ccc(Cl)cc1Cl)NCCSCc1ccccc1	-1.7%	·
O=C(O)CNC(=O)/C(=C\c1ccc2c(c1)OCO2)NC(=O)c1ccc(Br)cc1	-1.0%	2

A portion of the library. The share of hits here may be higher or lower than overall.
